KLK5 inh: blocks human kallikrein 5 protease activity. recombinant hK5, fluorogenic AMC substrate cleavage. Q9Y337. 210,000 tested, 0.59% active. inhibition, % at 5 µM;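 active = inhibition of 40% or more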;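 also: 0% = enzyme controls without compound and 100% = no-enzyme blanks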
Target sequence (Q9Y337 67-293 limits assumed): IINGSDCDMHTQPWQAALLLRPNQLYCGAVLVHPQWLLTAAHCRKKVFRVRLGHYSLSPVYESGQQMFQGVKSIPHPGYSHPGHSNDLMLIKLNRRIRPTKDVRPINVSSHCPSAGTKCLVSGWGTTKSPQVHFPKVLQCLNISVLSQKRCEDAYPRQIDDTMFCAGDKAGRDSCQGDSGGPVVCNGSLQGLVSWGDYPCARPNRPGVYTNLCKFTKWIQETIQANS
PERK inh: human PERK inhibition, primary cell-based screen; 220,000 tested, 0.17% active; CHO PERK-DD fusion, SEAP luminescence translation reporter; AID 1416; inhibition, % at 5.6 µM;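 active = inhibition above the mean inhibition of all tested compounds plus 3 SD, set separately per screening campaign, cut at about 2.9% in these data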;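 also: PERK kinase domain activated by AP20187 dimerizer at 100 nM; 0% = DMSO with dimerizer and 100% = rapamycin at 8.4 µM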
FXIIa inh: inhibitors of human coagulation factor XIIa; P00748; purified FXIIa, Boc-QGR-AMC fluorogenic substrate, 2 h; inhibition, % at 5 µM; 220,000 tested, 0.3% active; in the data active = inhibition above about 40%;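 also: 0% = enzyme with no compound and 100% = blank without enzyme; many of its hits are not listed in these tables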
FXIa inh: blocks human coagulation factor XIa protease activity; P03951; purified FXIa, Boc-Glu-Ala-Arg-AMC fluorogenic substrate; inhibition, % at 5 µM; 220,000 tested, 0.14% active; AID 798;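 active = inhibition of at least 40%; inactive = inhibition below 40%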;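 also: fluorescence of freed AMC excited at 355 nm; 0% = enzyme without compound and 100% = no enzyme blank; many of its hits are not listed in these tables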
Wee1 degr inh: human Wee1 degradation inhibition, primary screen | HeLa Luc-Wee1K328M stability, luciferase luminescence; 100% = proteasome inhibitor MG132 effect | AID 1321 | P30291 | reporter increase, % at 5 µM | 220,000 tested, 1.2% active;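 active = activation above the mean of all tested compounds plus 3 SD, set per screening run, cut at about 8.8% in these data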;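 also: cells exposed to compound for 20 h before luminescence read; 0% = DMSO alone and 100% = MG132 at 30 µM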
Furin inhibitor: human furin inhibition; purified furin, fluorogenic substrate cleavage; inhibition, % at 30 µM; AID 463115; 220,000 tested, 0.061% active; in the data active = inhibition above about 25%; also: inactives centre near -15
Target sequence (P09958 108-714 limits assumed): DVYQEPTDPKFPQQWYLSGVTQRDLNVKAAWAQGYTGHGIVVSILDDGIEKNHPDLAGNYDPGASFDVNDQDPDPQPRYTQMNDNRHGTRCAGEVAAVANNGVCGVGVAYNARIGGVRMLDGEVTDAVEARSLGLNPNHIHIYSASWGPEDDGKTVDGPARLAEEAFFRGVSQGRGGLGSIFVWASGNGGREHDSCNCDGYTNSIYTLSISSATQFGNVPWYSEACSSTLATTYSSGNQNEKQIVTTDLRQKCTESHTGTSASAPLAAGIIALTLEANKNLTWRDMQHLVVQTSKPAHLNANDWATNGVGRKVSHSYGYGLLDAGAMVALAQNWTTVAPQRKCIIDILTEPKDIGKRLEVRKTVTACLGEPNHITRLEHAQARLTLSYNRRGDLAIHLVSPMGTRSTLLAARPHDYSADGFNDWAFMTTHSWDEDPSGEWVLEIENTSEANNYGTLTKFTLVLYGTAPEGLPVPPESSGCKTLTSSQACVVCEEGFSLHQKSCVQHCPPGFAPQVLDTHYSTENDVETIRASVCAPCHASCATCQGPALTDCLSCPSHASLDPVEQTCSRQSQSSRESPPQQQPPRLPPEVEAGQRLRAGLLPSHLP
Cl transport mod: KCC2 (human) Cl- transport modulation. Q9H2X9. 190,000 tested, 2.2% active. B-score of Tl+ flux slope (higher = more flux/activation; lower = inhibition) at 10 µM. KCC2 cells, thallium flux FluoZin-2 fluorescence;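 active = thallium flux slope and its plate-corrected score both differing from the plate sample mean at a set confidence after two filtering rounds, in either direction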;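 also: slope of fluorescence scaled to starting intensity during 10 to 20 s after thallium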
Thrombin inh: thrombin (human) inhibition; alpha-thrombin, Boc-VPR-AMC fluorogenic substrate cleavage; AID 1046; P00734; 220,000 tested, 0.26% active; inhibition, % at 5 µM;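 active = inhibition at or above 40%; inactive = inhibition below 40%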;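 also: 0% = enzyme with no compound and 100% = wells without enzyme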
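System: Human alpha-thrombin protein | Medium: pH 7.5 Tris (50 mM) with NaCl 150 mM, Tween 20 0.05% | Times: Enzyme reaction carried out at room temperature | Detection: AMC fluorescence, 355/460 nm | Evaluation: Percent inhibition scaled between no-compound controls and no-enzyme blanks | Benchmarks: Enzyme without compound as high, wells lacking enzyme as low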
p97 ATPase inh: human p97 ATPase inhibition; recombinant p97 ATPase, Kinase-Glo ATP luminescence, 3 h; 220,000 tested, 0.42% active; P55072; inhibition, % at 8 µM; in the data active = inhibition above about 15%;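 also: 0% = DMSO vehicle and 100% = wells lacking enzyme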
* marks the source's active call; other numbers are inactive results; nt = not tested or not shown; [ ] = dose if it differs, or a comment.

Below each compound: KLK5 inh	PERK inh	FXIIa inh	FXIa inh	Wee1 degr inh	Furin inhibitor	Cl transport mod	Thrombin inh	p97 ATPase inh
- O=C(c1ccco1)N1CCN(C(c2coc3ccc(Cl)cc3c2=O)c2nnnn2C2CCCC2)CC1 (centres undefined)
  nt	0.1	nt	nt	0	-11[20 µM]	-1.1	nt	2
- CNC(=O)C1C(=S)NC(N)=C(C#N)C1c1ccccc1 (centres undefined)
  -1	0.1	13	2	-2	1[20 µM]	-0.95	3	-3
- COc1ccc(/C=N/Nc2ccccc2C(=O)O)cc1Cn1cc([N+](=O)[O-])cn1
  -5	0.8	2	-4	0	-9	-1.9	1	-2
- O=C1Nc2ccc([N+](=O)[O-])cc2C1(O)N1CCCCC1 (centres undefined)
  -21	1.5	1	-10	-4	-11[20 µM]	0.57	8	0
- COc1ccc2[nH]c3c(=O)n(CCN4CCOCC4)cnc3c2c1
  -5	0.0	2	-5	0	-4	-0.41	-6	5
- CCOC(=O)CC1=C(C#N)C(c2cccnc2)C(C(=O)OCC)=C(N)O1 (centres undefined)
  -13	0.1	-1	4	-1	-29	-0.034	-4	7
- Nc1nc(SCC(=O)Nc2ccccc2Sc2ccc(Cl)cc2)n[nH]1
  -13	-0.2	21	3	-1	-3[20 µM]	-0.019	2	-3
- O=C(N/N=C/c1ccccc1Cl)c1n[nH]c2c1CCCC2
  -15	0.0	-1	-6	6	-3	-2.5	-4	-4
- O=C1CN(O)C=C2N=c3ccccc3=C2N1c1ccc([N+](=O)[O-])cc1
  -9	0.8	5	-2	1	-8	-0.5	-12	6
- CC(C)CN(CC(C)C)S(=O)(=O)N1CCC(C(=O)NCc2ccc(F)cc2)CC1
  -17	-1.2	18	-2	-1	-5	-1.9	0	-7
- CCC12CN(C(=O)c3ccc(OC)cc3)CC(CC)(CN(C(=O)c3ccc(OC)cc3)C1)C2=O
  -8	-0.2	18	4	2	-11	0.9	-6	4
- C/C(=N\NC(=O)CC#N)C1COc2ccccc2O1 (centres undefined)
  0	0.2	10	-2	1	-7	-0.83	-8	1
- COc1ccc(OCC(=O)N/N=C2\CCc3ccccc32)cc1
  -5	-0.8	8	-2	7	-1[20 µM]	nt	1	-8
- Cn1cnc2cc(NS(=O)(=O)c3ccc(Br)cc3)ccc21
  1	0.1	16	-3	0	-15[20 µM]	-0.0019	-1	1
- COc1cc(C(c2oc(CO)cc(=O)c2O)c2oc(CO)cc(=O)c2O)cc(OC)c1OC
  -5	1.3	11	0	2	-25	nt	-3	4
- CCCCCCCCCCCC(=O)NC1CCS(=O)(=O)C1 (centres undefined)
  -4	1.0	4	-4	-2	-19	0.19	-2	0
- COc1cccc(NC(=O)C(Sc2nnc(-c3ccncc3)n2-c2ccc(Cl)cc2)c2ccccc2)c1 (centres undefined)
  -10	-1.2	0	6	-2	-10	1.3	-6	-4
- FC(F)C(F)(F)c1cc(-c2ccccc2)n[nH]1
  0	0.0	3	2	-1	-5	0.026	2	2
- CC(=O)N1CCc2ccc(S(=O)(=O)Nc3ccccc3Cl)cc21
  -3	1.2	7	-1	-1	-13	0.42	9	4
- Cc1cccc(NC(=O)CCC(=O)OCC(=O)c2ccc(Oc3ccc([N+](=O)[O-])cc3)cc2)c1
  -19	0.8	11	9	3	-25	0.92	-1	4
- COCCNc1c(-c2ccc(O)cc2)nc2ccc(Cl)cn12
  10	-0.4	8	5	-2	-5[20 µM]	1.1	3	-3
- COc1ccc(CC2(C)OC(c3ccc(C)cc3)=NN2C(C)=O)cc1 (centres undefined)
  -19	0.0	3	-2	-1	-15	-0.025	-11	-6
- COc1cccc(Cn2cnc3c(NS(=O)(=O)c4ccc(Cl)cc4Cl)c(C)c(C)cc32)c1
  -13	0.4	18	6	0	-14[20 µM]	nt	6	-1
- Cc1nn(-c2ccccc2)c(C)c1C(=O)OCC(=O)N(C)C1CCS(=O)(=O)C1 (centres undefined)
  -7	0.5	3	-7	0	-9	0.077	-26	1
- O=S(=O)(NCCCCCNS(=O)(=O)c1ccccc1)c1ccccc1
  -1	-0.6	2	-9	1	1[20 µM]	-1.8	-4	4
- COc1ccc2nc(COC(=O)c3cccs3)c(C(C)=O)[n+]([O-])c2c1
  6	-0.5	8	5	-1	-11	0.2	1	4
- Cc1cc(SC(C)C(=O)O)nc2ccccc12 (centres undefined)
  -3	0.9	6	-6	0	-16	-0.14	-6	0
- CC(=O)c1cc(NC(=O)c2cccc(C(F)(F)F)c2)c(=O)oc1/C=C/N(C)C
  -21	0.8	15	9	0	-18[20 µM]	-2.2	3	0
- CC1(C)CC(=O)C(C(c2ccco2)C2C(=O)CC(C)(C)CC2=O)C(=O)C1
  2	0.0	6	5	-2	-11[20 µM]	0.76	2	-7
- Nc1nc(CSc2ccc(Cl)cc2)nc(N2CCCCC2)n1
  38	-0.8	27	26	6	-7	-0.054	1	-11

Compounds from the list above containing two or more sulfur atoms:
Below each compound: KLK5 inh	PERK inh	FXIIa inh	FXIa inh	Wee1 degr inh	Furin inhibitor	Cl transport mod	Thrombin inh	p97 ATPase inh
- Nc1nc(SCC(=O)Nc2ccccc2Sc2ccc(Cl)cc2)n[nH]1
  -13	-0.2	21	3	-1	-3[20 µM]	-0.019	2	-3
- O=S(=O)(NCCCCCNS(=O)(=O)c1ccccc1)c1ccccc1
  -1	-0.6	2	-9	1	1[20 µM]	-1.8	-4	4

The results go on:
Below each compound: KLK5 inh	PERK inh	FXIIa inh	FXIa inh	Wee1 degr inh	Furin inhibitor	Cl transport mod	Thrombin inh	p97 ATPase inh
- CCOC(=O)/C(=C\c1ccc([N+](=O)[O-])cc1)C(=O)c1cc(C(C)=O)c(Nc2ccccc2)s1
  4	0.3	18	8	-2	-2	nt	2	-2
- CCCSc1ccc(-c2nn(-c3ccccc3)cc2/C=C(/C#N)C(=O)NCCCOC)cc1
  -11	1.3	7	3	3	-21	-0.06	-8	7
- COc1ccc(CNc2nc3ccccc3n2Cc2ccc(Cl)cc2)cc1OC
  -15	-1.7	12	5	-2	-17	1.8	-6	-2
- COc1cccc(-c2cc3c(-n4cccc4)ncnc3o2)c1
  -4	0.1	12	2	0	-8[20 µM]	nt	4	1
- c1ccc(N2CCN(c3ncnc4c3oc3ccccc34)CC2)cc1
  -1	0.5	16	2	-3	-18	nt	3	2
- COc1ccc(/C=N/NC(=O)C2COc3ccccc3O2)cc1OC (centres undefined)
  1	1.1	9	0	1	-21	0.25	-4	3
- CCCn1c(NCc2ccccn2)nc2ccccc21
  -11	-1.2	13	7	-2	-17[20 µM]	0.39	3	1
- Oc1ccc(Br)cc1-c1nc2cnccn2c1NC1CCCCC1
  -31	-0.6	-3	-6	0	-18[20 µM]	-0.0078	-13	-1
- CO/N=C/C(C#N)=C/c1ccc(OC)cc1
  3	0.0	10	8	3	10	0.0027	1	-5
- CC(=O)N(CC1CCCO1)c1nnc(-c2ccccn2)s1 (centres undefined)
  1	0.3	9	5	-1	5	0.49	2	5
- O=C(COC(=O)C1CCC(=O)N1)Nc1ccc(Oc2ccccc2)cc1 (centres undefined)
  -6	1.0	-6	-5	-2	-15	-1.1	-6	1
- CCCCC(=O)NCCNC(=O)c1cc(OCC(F)(F)F)ccc1OCC(F)(F)F
  5	0.7	-5	-5	0	-12[20 µM]	nt	-3	-5
- CCS(=O)(=O)Nc1ccc(-c2nnc(SCC(=O)c3cccc(OC)c3)o2)cc1
  -4	0.1	6	0	0	-11	1.2	1	-6
- O=C(Cc1n[nH]c(=O)[nH]c1=O)N/N=C/c1cccc(O)c1
  15	0.4	17	3	2	-15[20 µM]	nt	-1	5
- CCc1c(C)nc(SCC(=O)Nc2ccc3c(c2)OCCO3)[nH]c1=O
  5	0.8	12	-1	-3	-19	-0.0076	-4	-2
- CCN(CC)CCCNC(=O)C(C)Sc1nc(-c2ccccc2)cc(C(F)(F)F)n1 (centres undefined)
  3	-0.3	8	-3	-1	-18	0.039	-2	0
- Cc1ccc(NC(=O)Cn2nc(-c3ccccc3Cl)ccc2=O)c(Br)c1
  3	1.4	1	-3	-1	-32	0.13	-16	5
- CCCCn1cnc2sc(-c3ccccc3)cc2c1=O
  2	-1.7	-10	-9	-1	1[20 µM]	nt	-5	-11
- CCOc1ccc(NS(=O)(=O)c2ccc3[nH]cc(C(=O)N(CC)CC)c(=O)c3c2)cc1
  13	0.9	2	-12	17*	-13	-0.58	-7	-2
- O=C(Cc1c[nH]c2ccccc12)NC1(C(=O)NC2CCCCC2)CCCCC1
  -5	-0.3	11	1	1	-24	-0.39	0	2
- O=C(CN(Cc1ccccc1)S(=O)(=O)c1ccc(F)cc1)NCCC1=CCCCC1
  -5	-0.5	22	2	7	-14	-0.65	6	-7
- S=c1[nH]nc(-c2ccc(Cl)cc2)n1/N=C/C=C/c1ccco1
  4	0.6	9	2	1	-12	30*	-4	16*
- COc1ccc(OC)c2[nH]c(=O)c(CCNS(=O)(=O)c3ccc(C)cc3)cc12
  -10	-0.9	9	1	4	-17	0.041	2	0
- Cn1nnnc1SCc1ccc(C(=O)Nc2ccccc2F)cc1
  4	1.9	10	16	4	-14[20 µM]	0.75	0	2
- COc1ccc(NC(=O)CN(c2cccc(C(F)(F)F)c2)S(C)(=O)=O)cc1OC
  -26	0.5	10	-1	-1	-6[20 µM]	-1.4	0	-2
- O=C(NNC(=S)Nc1ccc(Cl)cc1Cl)c1ccc(N2CCOCC2)c([N+](=O)[O-])c1
  -97	0.4	4	-2	-1	-6	-2.3	-8	0
- CCOC(=O)CSc1nnc(CNC(=O)c2cc(OCC)c(OCC)c(OCC)c2)n1C
  -2	0.3	25	17	4	-9	nt	5	-4
- CCCCN(CCCC)c1cn[nH]c(=O)c1Cl
  -11	0.5	5	-1	1	-23[20 µM]	-0.6	-4	-3
- Cc1ccc(C)c(NC(CC(=O)c2ccccc2)C(=O)OCC(=O)c2cccs2)c1 (centres undefined)
  -1	1.0	12	3	3	-20	0.028	-4	1
- COCCNC(=O)c1ccc(-n2c(SCc3cc(F)ccc3F)nc3ccccc3c2=O)cc1
  -16	-1.2	4	-6	-1	-18	0.25	-9	-4
- CCOc1ccc(C(=O)N2CCN(c3cnn(-c4ccccc4)c(=O)c3Cl)CC2)cc1
  nt	0.3	12	2	2	-11	0.6	0	1
- O=C1CCC(C(=O)Nc2cccc(S(=O)(=O)N3CCOCC3)c2)N1 (centres undefined)
  1	1.1	10	4	2	-20	0.91	5	-2
- NS(=O)(=O)c1ccc(CCNC(=O)Cc2c[nH]c3ccccc23)cc1
  -10	0.2	6	-3	-1	-16	0.86	-3	1
- CCOC(=O)N1CCN(CCC(=O)Nc2ccc(Br)c(C)c2)CC1
  -1	-0.3	2	-3	1	-13	-0.76	-1	-2
- Cc1cc(C)c[n+](C(C)C(=O)c2ccc(-c3ccccc3)cc2)c1 (centres undefined)
  -2	0.7	12	7	3	-22	-3.1	5	6
- O=C(NCCCN1CCOCC1)/C(=C/c1ccc(F)cc1)NC(=O)c1ccccc1
  4	1.6	1	-10	1	-25	nt	-3	8
- CCOc1ccc2cc(C#N)c(SCC(=O)N3CCC(C)CC3)nc2c1
  -11	0.6	9	-4	-2	-23[20 µM]	-0.07	-2	0
- COc1ccc(/C=C/C(=O)c2cc(F)ccc2OC(=O)c2ccccc2OC)cc1OC
  6	-1.1	6	-7	4	-1	-1.6	4	1
- CC1CCc2cc(F)ccc2N1C(=O)c1ccncc1 (centres undefined)
  -8	0.7	-4	-7	2	-4	0.46	-10	-9
- COc1ccc(CC(=O)Nc2cccc(-c3ccc4nnc(C)n4n3)c2)cc1OC
  -7	-0.6	7	-3	0	-22	-0.63	-13	2

Bioassay records deposited in PubChem by several laboratories.
